LMPTP inh = LMPTP (human) inhibition | inhibition, % at 20 µM | recombinant LMPTP-A, OMFP fluorogenic substrate, fluorescence intensity | 0.22% of 360,000 active | P24666 | AID 651560;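 active means compounds that cut the enzyme signal by at least half of the control window in the single-dose screen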;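 further: plate controls were DMSO wells with enzyme plus substrate for no effect and substrate without enzyme for full effect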
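test system = LMPTP-A | amount = 0.625 nM LMPTP-A final | reagent = fluorogenic phosphatase substrate OMFP at 400 µM final | incubation = 50 min at room temperature | benchmarks = no-enzyme low control, uninhibited high control | medium = Bis-Tris pH 6.0, DTT, detergent | signal = fluorescence intensity of OMFP turnover product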
CSN deneddyl inh = blocks human CSN-mediated cullin deneddylation | Q92905 | Purified CSN, SCF-Nedd8-OG deneddylation, fluorescence polarization | inhibition, % at 12.5 µM | 0.38% of 360,000 active;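 active means pattern-corrected inhibition above about 35%, with an unprinted fluorescence ratio check between 0.5 and 1.5, limit read from the data, passing the limit was not always enough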;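 further: 0% = enzyme with substrate and 100% = substrate without enzyme; some results filed as inactive read as strong as hits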
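Test system: purified human Csn5 enzyme expressed in HEK293T cells. Amount: 0.24 nM enzyme. Reagent: SCFSkp2-Nedd8OG substrate at 10 nM final. Schedule: 90 min incubation of compound, enzyme and substrate at room temperature. Detection: fluorescence polarization. Read-out: % inhibition of substrate cleavage by Csn5.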
STEP inh = blocks human striatal-enriched tyrosine phosphatase. 0.25% of 360,000 active. recombinant STEP, OMFP fluorogenic substrate, fluorescence. inhibition, % at 20 µM;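 active means inhibition at 20 µM, scaled per plate between control wells, above about 37%, limit read from the data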;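 further: 0% = DMSO with enzyme and substrate and 100% = substrate only without enzyme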
Target sequence (P54829 whole entry, looked up): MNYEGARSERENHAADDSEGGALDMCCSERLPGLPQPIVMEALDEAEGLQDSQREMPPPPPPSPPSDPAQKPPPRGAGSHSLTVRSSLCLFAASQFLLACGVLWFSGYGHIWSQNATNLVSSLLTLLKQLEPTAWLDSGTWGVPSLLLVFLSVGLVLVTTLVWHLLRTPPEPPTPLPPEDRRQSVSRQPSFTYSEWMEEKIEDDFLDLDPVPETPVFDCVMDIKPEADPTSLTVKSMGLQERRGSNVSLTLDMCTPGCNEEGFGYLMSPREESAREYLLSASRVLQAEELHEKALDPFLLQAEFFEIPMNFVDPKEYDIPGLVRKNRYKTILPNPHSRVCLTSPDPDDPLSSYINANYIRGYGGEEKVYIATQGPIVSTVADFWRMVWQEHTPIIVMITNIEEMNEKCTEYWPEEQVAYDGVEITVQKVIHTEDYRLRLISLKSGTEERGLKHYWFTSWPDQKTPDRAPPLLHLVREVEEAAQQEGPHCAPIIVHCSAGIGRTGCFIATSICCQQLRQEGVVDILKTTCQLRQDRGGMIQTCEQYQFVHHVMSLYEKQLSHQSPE
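medium = Bis-Tris buffer pH 6.0, 2.5 mM DTT, 0.005% Tween 20 | test system = STEP (striatal-enriched tyrosine phosphatase) enzyme, cell-free | measure = normalized % inhibition | compound dosing = 20 µM, 1% DMSO | also added = 25 µM OMFP | schedule = reaction 20 min, ambient temperature | measured by = fluorescence read at 480 nm ex / 540 nm em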
MsrA inhibitor = inhibitors of bovine MsrA; purified bovine MsrA, absorbance read-out; inhibition, % at 15.5 µM; 0.75% of 360,000 active; in the data active means inhibition above about 4.5%;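 further: 0% = vehicle wells with enzyme and 100% = reference inhibitor wells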
SUMO1-SIM PPI = SUMO1-SIM interaction modulation. inhibition, % at 20 µM. 0.33% of 360,000 active. P63165. SUMO1 binding to a labelled peptide, TR-FRET, 1 h; in the data active means inhibition above about 37%
DNMT1 block = blocks human DNA methyltransferase DNMT1; DNMT1 molecular beacon, Hinp1I cleavage, fluorescence; inhibition (reported as % activation of signal), % at 10 µM; 0.83% of 360,000 active; AID 588458; in the data active means inhibition above about 50%
Scp-1 inhibitor = blocks human Scp-1 phosphatase activity. Q9GZU7. Recombinant Scp1, phosphopeptide, malachite green phosphate absorbance. inhibition, % at 20 µM. 0.88% of 340,000 active;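 active means inhibition above about 50% at 20 µM, limit read from the data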;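 further: plate controls were DMSO wells with enzyme for no effect and wells lacking enzyme for full effect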
Target sequence (Q9GZU7 76-261 limits assumed): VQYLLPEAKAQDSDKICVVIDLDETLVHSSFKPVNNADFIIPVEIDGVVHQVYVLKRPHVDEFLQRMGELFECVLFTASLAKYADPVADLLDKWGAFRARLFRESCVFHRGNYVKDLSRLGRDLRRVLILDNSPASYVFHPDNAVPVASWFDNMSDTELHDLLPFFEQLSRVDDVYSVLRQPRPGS
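Times: enzyme reaction 45 min at room temperature, colour 5 min, stabilisation 30 min. Material: SCP-1 catalytic fragment, aa 76-261. Medium: Acidic Tris acetate buffer with magnesium and detergent. Signal: colorimetric free-phosphate detection, absorbance 630 nm. Read-out basis: % inhibition of SCP-1 phosphate liberation. Reagent: Phosphorylated 17-residue peptide substrate.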
NadD block = blocks S. aureus nicotinate mononucleotide adenylyltransferase; inhibition, % at 20 µM; 0.78% of 360,000 active; purified NadD enzyme, colorimetric absorbance read-out; in the data active means inhibition above about 26%; further: some compounds past the cut are filed as inactive
TbMetRS inhib = blocks T. brucei methionyl-tRNA synthetase activity | 0.4% of 360,000 active | purified T. brucei MetRS, ATP depletion, Kinase-Glo luminescence | inhibition, % at 11.9 µM;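 active means inhibition above a per-plate cutoff of the control wells' mean inhibition plus 3 SD, cut at about 5.5% in these data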;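 further: 0% = DMSO wells median and 100% = median of wells with control inhibitor compound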
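Assay system: T. brucei methionyl-tRNA synthetase, purified | Medium: HEPES buffer with MgCl2, KCl, DTT, spermine, BSA, pyrophosphatase | Compound: 11.9 µM single point | Incubation: 15 min enzyme-compound preincubation, 2 h reaction, 10 min detection, 25 °C | Measured by: Kinase-Glo luciferase luminescence reporting remaining unconsumed ATP | Measure: % inhibition normalized to control-well medians | Replication: Singlicate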
Rpn11 block = Rpn11 (human) deubiquitinase inhibition. O00487. human 26S proteasome, Ub4-pepOG fluorescence polarization; 20S core pre-blocked with epoxomicin. calls only at 20 µM. 0.59% of 360,000 active;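 active means inhibition at 20 µM, scaled to each plate's controls, above about 33%, limit read from the data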
Target sequence (O00487 whole entry, looked up): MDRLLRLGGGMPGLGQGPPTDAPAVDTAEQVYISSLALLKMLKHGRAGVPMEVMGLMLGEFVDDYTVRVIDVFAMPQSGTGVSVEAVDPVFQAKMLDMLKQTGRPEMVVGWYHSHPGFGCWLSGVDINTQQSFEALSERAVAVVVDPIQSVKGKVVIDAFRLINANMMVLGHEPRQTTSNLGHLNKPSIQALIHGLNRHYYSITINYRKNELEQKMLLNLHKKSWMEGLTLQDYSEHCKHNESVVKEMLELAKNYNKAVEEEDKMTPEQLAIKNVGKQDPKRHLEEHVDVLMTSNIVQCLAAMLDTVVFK
* = called active by the depositor; i = inactive; . = no result given.

SMILES	LMPTP inh	CSN deneddyl inh	STEP inh	MsrA inhibitor	SUMO1-SIM PPI	DNMT1 block	Scp-1 inhibitor	NadD block	TbMetRS inhib	Rpn11 block
COc1ccc(-c2noc(C3CCCN(S(=O)(=O)c4ccc(C)c(Cl)c4)C3)n2)cc1OC (stereo not drawn)	3.5	-1	4	0.1	0	-11	-14	2	-1.0	i
CC(C)n1ncc2c(C(=O)N3CCN(c4ccccc4)CC3)cc(-c3ccccc3)nc21	4.4	-3	4	0.9	-3	-4	0	-1	0.2	i
COc1cccc(CN2CC(C(=O)N(C)Cc3ccc(C)cc3)CCC2=O)c1 (stereo not drawn)	-1.8	0	-6	0.4	-4	2	-10	-25	-0.1	i
Cc1ccc(C(C)C)c(OCc2nnc(SCC(=O)Nc3nccs3)n2C)c1	-1.3	-1	0	-0.1	-1	-2	-1	-2	-0.2	i
O=S(=O)(Cc1cccc(C(F)(F)F)c1)c1ncn[nH]1	-1.8	-5	1	0.8	0	2	-1	-6	-0.3	i
CC(C)c1c(C(=O)N/N=C/C2CC=CCC2)nnn1-c1nonc1N (stereo not drawn)	-1.3	2	0	-0.2	3	0	1	-5	-0.5	i
Cc1cc(C(=O)N2CCc3ccccc32)c2cc(F)ccc2n1	2.3	6	0	1.1	1	1	-3	4	-1.4	i
CCOC(=O)c1c(C)cc(C)n2c1nc1ccccc12	0.7	-1	-1	1.5	-6	0	-2	4	-0.6	i
O=C(CSc1nnnn1-c1ccccc1)Nc1ncc2c(n1)CC(c1ccccc1)CC2=O (stereo not drawn)	0.7	0	1	1.6	-4	11	-13	-3	-0.2	i
COc1cccc(/C=N\Nc2nncc(-c3ccccc3)n2)c1	0.7	-2	-10	1.8	-4	0	17	8	-0.2	i
CCOC(=O)/C=C1\SCC(=O)N1CC(=O)Nc1ccc(OC)c(OC)c1	0.9	4	5	-1.0	0	-1	-6	-4	-0.4	i
O=C(CSc1nc2ccc(Cl)cc2[nH]1)NCc1ccco1	-1.7	1	0	-0.8	5	-3	5	1	8.3*	i
c1ccc2c(c1)Oc1cccc3cccc-2c13	0.6	1	1	-1.6	2	4	-15	0	0.1	i
O=C1C2C3C=CC(CC3)C2C(=O)N1c1nccs1 (stereo not drawn)	-0.3	0	4	0.2	2	61*	7	0	-1.1	i
CC(C)(C)NC(=O)C(c1ccncc1)n1c(-c2ccc(C(F)(F)F)cc2)nc2ccccc21 (stereo not drawn)	-0.4	-2	.	0.8	17	.	.	.	-2.3	.
C=CCSc1nc2ccccc2n1S(=O)(=O)c1ccc(C)cc1	-2.9	1	-2	-0.4	2	7	-16	1	-0.7	i
C[C@H](CO)N1C[C@H](C)[C@@H](CN(C)C(=O)Nc2ccccc2)Oc2ccc(NC(=O)NC3CCCCC3)cc2C1=O	0.3	4	2	-1.1	7	1	2	3	-0.3	i
CC(C)[C@H](NS(=O)(=O)c1cccc(C(F)(F)F)c1)C(=O)OCC(=O)NC(=O)NCc1ccco1	1.3	2	-1	0.3	3	-7	-3	-6	-0.4	i
Cc1cc(C)cc(N2CN=C3SCC(=O)N3C2)c1	-0.4	0	1	0.0	0	-6	-5	9	-0.2	i
CCN(C(=O)COC(=O)CNC(=O)c1cccc(C)c1)c1c(N)n(Cc2ccccc2)c(=O)[nH]c1=O	-1.5	1	-3	0.1	-1	2	-8	-3	0.1	i
Cc1cc(C)nc(SCC(=O)c2ccc(Cl)cc2)n1	-0.7	4	-1	-0.2	0	-1	-9	-3	-1.0	i
CC(=O)Nc1ccc(CN(C)c2c(C)nc3ccc(C(=O)N(C)Cc4ccccc4)cn23)cc1	-3.9	0	-2	3.3	0	-4	.	2	-0.3	i
CC(C)n1nnnc1C1c2ccccc2C(=O)N1C1CC1 (stereo not drawn)	-0.5	2	.	0.3	4	.	.	-3	-1.6	.
Cc1sc2nc3n(c(=O)c2c1C)CCCCC3	0.0	-2	-4	0.3	0	2	-2	-2	-0.2	i
CCOC(=O)CCc1c(C)c2ccc(OCc3cc([N+](=O)[O-])ccc3OC)cc2oc1=O	4.9	-5	3	-0.8	-2	-2	-7	0	-0.3	i

Next records follow.
SMILES	LMPTP inh	CSN deneddyl inh	STEP inh	MsrA inhibitor	SUMO1-SIM PPI	DNMT1 block	Scp-1 inhibitor	NadD block	TbMetRS inhib	Rpn11 block
COC(=O)C(Cc1ccccc1)NC(=O)c1ccc(C)cc1 (stereo not drawn)	-1.0	5	1	-1.6	-2	-3	-3	-3	-1.0	i
O=C(CN1CCC2(CC1)OCCO2)c1ccc2cc[nH]c2c1	48	0	-5	1.1	-1	-15	-4	-2	-0.9	i
COc1cccc(NC(=O)C2c3cc(OC)c(OC)cc3C(=O)N(C)C2c2cccnc2)c1 (stereo not drawn)	-0.4	0	0	-0.9	-3	2	-1	3	0.0	i
COc1cc(C(=O)O/N=C(\N)Cc2ccc([N+](=O)[O-])cc2)cc(OC)c1OC	-0.9	1	-2	0.8	-21	3	-13	-5	0.6	i
CCOC(=O)c1ccccc1NC(=O)c1nc2nccc(C)n2n1	1.6	-4	0	-0.9	5	-2	-6	-3	0.0	i
CCCCCCNC(=O)CCCCCNS(=O)(=O)c1ccc(Br)cc1	1.5	2	0	-0.2	-1	-5	-4	-6	3.1	i
NC(=O)/C(=C/c1ccco1)NC(=O)c1ccc(Br)o1	1.2	-2	5	1.2	-2	-2	4	-1	0.1	i
Cc1nc(-c2ccc(Cl)cc2)sc1C(=O)O	-0.5	-1	-1	0.3	-6	1	-3	1	-0.6	i
O=C(Cn1ccc2ccccc2c1=O)NCC(=O)N1CCCCC1	-0.6	-4	-1	-0.7	-2	1	-4	5	0.1	i
CC(C)c1csc(CN2CCN(Cc3ccc(F)cc3)C(CCO)C2)n1 (stereo not drawn)	1.4	0	0	1.4	-4	-2	1	-5	0.3	i
CN1CCC(NC(=O)NC2CCCCC2)CC1	-1.5	3	3	1.0	1	2	2	-4	0.3	i
CCN(C(=O)CSc1nc2ccccc2n1CCc1ccccc1)C1CCS(=O)(=O)C1 (stereo not drawn)	-0.4	-2	-5	0.4	3	-4	-2	-3	-1.9	i
O=C(O)/C=C/c1cccc(NC(=O)c2ccc(Cl)cc2)c1	-1.3	-1	1	0.9	0	9	-3	-4	0.0	i
CC(C)(C)NC(=O)c1nc2ccccc2s1	-1.7	-4	4	0.8	-3	2	-4	-5	-1.3	i
O=C(Oc1ccc(F)cc1)c1cccnc1	-0.6	-2	2	-0.1	-2	-1	-10	-7	-1.0	i
Cc1ccc(C(=O)N(Cc2ccc3c(c2)OCO3)Cc2nc3ccccc3c(=O)[nH]2)cc1	-0.1	-5	1	2.8	0	0	10	11	0.6	i
CSCC[C@H](NC(=O)c1ccc(Cl)c(S(=O)(=O)N2CCCC2)c1)c1nc2ccccc2[nH]1	-1.9	-3	6	-0.7	1	-5	46	6	-1.0	i
COc1cccc(CN(C(=O)Cc2c[nH]c3ccccc23)C(C(=O)NC2CCCCC2)c2ccc(C)o2)c1 (stereo not drawn)	3.4	-2	-2	0.8	-7	-5	-6	13	-0.9	i
Cc1ccc(Cn2cc(CN3CC(N4CCCCC4)CS3(=O)=O)nn2)cc1 (stereo not drawn)	-0.1	1	.	-0.7	3	.	.	-3	-0.2	.
Cc1nc(SCC(=O)N2c3ccccc3Sc3ccccc32)n[nH]1	-2.3	0	0	0.9	-3	1	2	7	-0.3	i
CCOC(=O)c1[nH]c2ccc(OC)cc2c1NC(=O)CCN1CCCC(C)C1 (stereo not drawn)	0.3	1	-1	1.8	-4	1	10	-3	-0.1	i

15 neighbouring entries out of the list so far, for reference:
SMILES	LMPTP inh	CSN deneddyl inh	STEP inh	MsrA inhibitor	SUMO1-SIM PPI	DNMT1 block	Scp-1 inhibitor	NadD block	TbMetRS inhib	Rpn11 block
O=C(CN1CCC2(CC1)OCCO2)c1ccc2cc[nH]c2c1	48	0	-5	1.1	-1	-15	-4	-2	-0.9	i
COc1cccc(NC(=O)C2c3cc(OC)c(OC)cc3C(=O)N(C)C2c2cccnc2)c1 (stereo not drawn)	-0.4	0	0	-0.9	-3	2	-1	3	0.0	i
COc1cc(C(=O)O/N=C(\N)Cc2ccc([N+](=O)[O-])cc2)cc(OC)c1OC	-0.9	1	-2	0.8	-21	3	-13	-5	0.6	i
CCOC(=O)c1ccccc1NC(=O)c1nc2nccc(C)n2n1	1.6	-4	0	-0.9	5	-2	-6	-3	0.0	i
CCCCCCNC(=O)CCCCCNS(=O)(=O)c1ccc(Br)cc1	1.5	2	0	-0.2	-1	-5	-4	-6	3.1	i
NC(=O)/C(=C/c1ccco1)NC(=O)c1ccc(Br)o1	1.2	-2	5	1.2	-2	-2	4	-1	0.1	i
Cc1nc(-c2ccc(Cl)cc2)sc1C(=O)O	-0.5	-1	-1	0.3	-6	1	-3	1	-0.6	i
O=C(Cn1ccc2ccccc2c1=O)NCC(=O)N1CCCCC1	-0.6	-4	-1	-0.7	-2	1	-4	5	0.1	i
CC(C)c1csc(CN2CCN(Cc3ccc(F)cc3)C(CCO)C2)n1 (stereo not drawn)	1.4	0	0	1.4	-4	-2	1	-5	0.3	i
CN1CCC(NC(=O)NC2CCCCC2)CC1	-1.5	3	3	1.0	1	2	2	-4	0.3	i
CCN(C(=O)CSc1nc2ccccc2n1CCc1ccccc1)C1CCS(=O)(=O)C1 (stereo not drawn)	-0.4	-2	-5	0.4	3	-4	-2	-3	-1.9	i
O=C(O)/C=C/c1cccc(NC(=O)c2ccc(Cl)cc2)c1	-1.3	-1	1	0.9	0	9	-3	-4	0.0	i
CC(C)(C)NC(=O)c1nc2ccccc2s1	-1.7	-4	4	0.8	-3	2	-4	-5	-1.3	i
O=C(Oc1ccc(F)cc1)c1cccnc1	-0.6	-2	2	-0.1	-2	-1	-10	-7	-1.0	i
Cc1ccc(C(=O)N(Cc2ccc3c(c2)OCO3)Cc2nc3ccccc3c(=O)[nH]2)cc1	-0.1	-5	1	2.8	0	0	10	11	0.6	i
